EPAC1 antagonist: blocks human EPAC1 exchange factor. O95398. EPAC1 GEF assay, Rap1b-BODIPY-GDP exchange fluorescence. Potency, µM (top dose mostly 115 µM), for inactives: at the highest dose activity change, negative = inhibition, actives largely listed as inhibitors. actives 0.14% (n = 360,000). AID 720709;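 also: potency is read from the fitted curve at half-maximal effect; plate controls were vehicle for no effect and positive control for full effect; nearly all actives have a fitted effect of over 50% in size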
WRN helicase inh: blocks human WRN helicase; Q14191; WRN helicase unwinding, fluorescent forked duplex, kinetic; Potency, µM (doses to about 114 µM), inactives show at the top dose activity change, negative = inhibition, most hits filed as inhibitors; actives 0.46% (n = 360,000); also: potency is read from the fitted curve at half-maximal effect; % is scaled to controls: 0 for no effect and ±100 for the full control effect; nearly all actives have a fitted effect of over 55% in size
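Kinetic fluorescence helicase assay: unwinding of a quenched forked DNA duplex (100 nM final) with 2 mM ATP final raises red fluorescence (525/598 nm). Compounds sat 15 min at room temperature with 20 nM WRN beforehand.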
IL2 activator: activators of IL-2; actives 0.065% (n = 360,000); IL-2 activation reporter assay, cell-based qHTS; stimulated with anti-CD3/CD4/CD28 beads; in transgenic mouse T cells; AID 652025; activation, % (series mostly up to about 46 µM); in the data active = activation above about 50%; inconclusive = mostly about 30% to 49%; also: 0% is about no effect
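Screening format: compound pinned onto unstimulated transgenic mouse T cells, 60 min incubation, then anti-CD3/anti-CD4/anti-CD28 bead stimulation for 18 hours at 37 degrees C, followed by EGFP and DsRed detection.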
PLK1 PBD block: inhibitors of human PLK1 polo-box domain binding; Plk1 PBD binding of FITC phosphopeptide, fluorescence polarization; Potency, µM, inactives show max response, negative = inhibition, most hits filed as inhibitors; actives 2.8% (n = 360,000); also: potency is read from the fitted curve at half-maximal effect; series mostly up to about 57 µM; % is scaled to controls: 0 for no effect and ±100 for the full control effect; nearly all actives have a fitted effect of over 65% in size
Target sequence (P53350 whole entry, looked up, the tested form may be a part): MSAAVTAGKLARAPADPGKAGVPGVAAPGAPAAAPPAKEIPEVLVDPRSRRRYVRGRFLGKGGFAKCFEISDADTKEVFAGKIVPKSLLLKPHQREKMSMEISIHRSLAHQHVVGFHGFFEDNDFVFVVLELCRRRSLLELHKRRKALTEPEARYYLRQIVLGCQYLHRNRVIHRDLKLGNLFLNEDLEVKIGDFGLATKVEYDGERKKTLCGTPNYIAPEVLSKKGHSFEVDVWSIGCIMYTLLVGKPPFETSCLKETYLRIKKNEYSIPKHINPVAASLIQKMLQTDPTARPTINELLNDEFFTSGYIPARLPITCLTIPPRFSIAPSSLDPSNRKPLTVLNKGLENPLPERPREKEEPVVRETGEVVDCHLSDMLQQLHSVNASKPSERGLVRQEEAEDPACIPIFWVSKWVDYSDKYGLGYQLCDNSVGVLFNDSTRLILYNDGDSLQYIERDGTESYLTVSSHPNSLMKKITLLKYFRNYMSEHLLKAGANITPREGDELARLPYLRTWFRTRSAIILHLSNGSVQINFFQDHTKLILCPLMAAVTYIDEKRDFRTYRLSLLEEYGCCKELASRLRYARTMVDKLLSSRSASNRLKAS
FUS yeast rescue: suppressors of FUS proteinopathy in yeast. S. cerevisiae FUS-expressing, growth rescue, OD600, 24 h. Potency, µM (titrated, usually from 76.6 µM), for inactives: at the top dose growth rescue (activation), actives largely listed as activators. actives 0.24% (n = 390,000);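 also: potency is read from the fitted curve at half-maximal effect; plate controls were DMSO vehicle for no effect and reference control for full effect; nearly all actives have a fitted effect of over 55% in size; some results filed as inactive show a strong effect at the top dose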
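Compound concentration series was pinned onto galactose-induced FUS-expressing yeast seeded at OD 0.005. Plates sat 24hr at 30C; absorbance at 600 nm gave growth. DMSO served as background control.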
Abeta rescue: A-beta toxicity reversal in yeast | yeast expressing A-beta42, growth rescue, OD600, 48 h; response scale: 0% DMSO, 100% iron-clioquinol control | Potency, µM (series often up to 46.1 µM), inactives show top-dose growth rescue, actives largely listed as activators | actives 0.063% (n = 410,000); also: potency is read from the fitted curve at half-maximal effect; nearly all actives have a fitted effect of over 55% in size
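Yeast growth medium received pinned compounds, then yeast cells expressing toxic A-beta were added; plates incubated at 30 C for 48 hr. Growth read as absorbance at 600 nm, normalized to DMSO and equimolar FeCl3 plus clioquinol controls.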
EPAC1 ag: EPAC1 (human) agonism; EPAC1 agonist qHTS, biochemical assay; response scale: 100% = response to 6.5 mM cAMP; O95398; Potency, µM (series often up to 154 µM), for the others: top-dose activation, most hits filed as activators; actives 0.073% (n = 360,000); also: potency is read from the fitted curve at half-maximal effect; nearly all actives have a fitted effect of over 60% in size
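Compounds were pinned as a concentration titration into mixtures of EPAC1 (100 nM), BODIPY-GDP-loaded Rap1B (250 nM) and GDP (50 uM). After 5 min at room temperature, fluorescence was followed for 30 min; activity was scaled to 6.5 mM cAMP.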
PI5P4K alpha inh: inhibitors of human PI5P4K alpha; actives 1.2% (n = 330,000); P48426; max response, %; PI5P4Kalpha enzyme, ADP-Glo luminescence, 60 min; stronger effect = lower value; AID 652105; active = max response of -50% or lower; inconclusive = between -30% and -50%; inactive = -30% or higher; also: value at the top dose of about 77 µM; % is scaled to controls: 0 for no effect and ±100 for the full control effect
Target sequence (P48426 whole entry, looked up): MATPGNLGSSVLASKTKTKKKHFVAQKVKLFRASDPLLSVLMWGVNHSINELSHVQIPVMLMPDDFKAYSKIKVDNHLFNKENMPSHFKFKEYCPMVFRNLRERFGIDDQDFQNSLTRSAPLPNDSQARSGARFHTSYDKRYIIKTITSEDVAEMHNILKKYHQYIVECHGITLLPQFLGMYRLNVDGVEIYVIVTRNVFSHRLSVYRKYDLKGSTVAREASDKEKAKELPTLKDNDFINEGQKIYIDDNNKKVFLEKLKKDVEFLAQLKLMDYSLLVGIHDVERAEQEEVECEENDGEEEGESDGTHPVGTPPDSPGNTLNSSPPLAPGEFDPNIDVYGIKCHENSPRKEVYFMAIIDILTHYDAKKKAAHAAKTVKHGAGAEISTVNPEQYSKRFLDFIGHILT
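Human PI5P4Kalpha with substrate in 0.038 M HEPES pH 7.4, 0.28 mM EGTA, 0.1% CHAPS, 5% DMSO; reaction started with 5 microM ATP (final), 60 min at room temperature. ADP formed read by ADP-Glo luminescence.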
* = called active by the depositor; [ ] = remark or other dose. Unless noted, calls follow the shape of the dose curve; as a rule, active = well fitted curve in the direction sought with a large enough effect; inconclusive = small, poorly fitted or top-dose-only effect, or another doubt; inactive = no such curve, though single readings can be large; an effect the other way counts as inactive or inconclusive.

How did C/C(=N\NC(=O)c1c(-c2ccccc2Cl)noc1C)c1cccc(NC(=O)C(C)C)c1 do in these assays?
EPAC1 antagonist: -2%; WRN helicase inh: -1%; IL2 activator: -2.7; PLK1 PBD block: 7%; Abeta rescue: 6%; EPAC1 ag: 2%; PI5P4K alpha inh: 0

How did CCc1[nH]nc(C(=O)N2CCCC(Nc3ccc(C(C)C)cc3)C2)c1C (stereo not drawn) do in these assays?
EPAC1 antagonist: -28%; WRN helicase inh: -10%; IL2 activator: -1.8; PLK1 PBD block: -28%; FUS yeast rescue: inconclusive; Abeta rescue: 6%; EPAC1 ag: -23%; PI5P4K alpha inh: 5

Results for Fc1ccc(-c2csc3ncnc(N4CCc5ccccc5C4)c23)cc1 ?
EPAC1 antagonist: -7%; WRN helicase inh: 0%; IL2 activator: -0.3; PLK1 PBD block: 1%; FUS yeast rescue: 30%; Abeta rescue: -23%; EPAC1 ag: 6%; PI5P4K alpha inh: 6

What do the screens show for `CCOC(=O)c1ccc(S(=O)(=O)N2CCN(C(=O)c3nn(C)c(=O)c4ccccc34)CC2)cc1`?
EPAC1 antagonist: -12%; WRN helicase inh: -4%; IL2 activator: 0.2; PLK1 PBD block: -1%; FUS yeast rescue: inconclusive; Abeta rescue: -7%; EPAC1 ag: 4%; PI5P4K alpha inh: -1

Results for COC(=O)[C@]12CCCCC=C1N(Cc1cccc3ccccc13)C(=O)[C@H](CC(=O)NCc1cccs1)C2 ?
EPAC1 antagonist: -11%; WRN helicase inh: -1%; IL2 activator: -0.6; PLK1 PBD block: -11%; FUS yeast rescue: inconclusive; Abeta rescue: 14%; EPAC1 ag: 1%; PI5P4K alpha inh: -2

Results for Cc1noc(C)c1NC(=O)N(C)C[C@H]1Oc2c(NC(=O)Nc3ccc(C(F)(F)F)cc3)cccc2C(=O)N([C@H](C)CO)C[C@@H]1C ?
EPAC1 antagonist: -15%; WRN helicase inh: -1%; IL2 activator: 0.4; PLK1 PBD block: -6%; FUS yeast rescue: 23%; Abeta rescue: 0%; EPAC1 ag: -10%; PI5P4K alpha inh: 13

What do the screens show for `CCOC(=O)C1CCN(C(=O)CCC(=O)NCCc2ccc(Cl)cc2)CC1`?
EPAC1 antagonist: -3%; WRN helicase inh: 4%; IL2 activator: -0.6; PLK1 PBD block: -3%; FUS yeast rescue: 13%; Abeta rescue: 4%; EPAC1 ag: -1%; PI5P4K alpha inh: -3

Results for COc1ccc2cnn(-c3ccccc3)c(=O)c2c1OC ?
EPAC1 antagonist: -20%; WRN helicase inh: -11%; IL2 activator: 0.0; PLK1 PBD block: -11%; FUS yeast rescue: 18%; Abeta rescue: -30%; EPAC1 ag: -1%; PI5P4K alpha inh: -8

What do the screens show for `CCn1c(C)nc2cc(C(=O)NNC(=O)[C@@H](NC(=O)c3cc(OC)cc(OC)c3)C(C)C)ccc21`?
EPAC1 antagonist: -5%; WRN helicase inh: -21%; IL2 activator: 0.2; PLK1 PBD block: 3%; FUS yeast rescue: 10%; Abeta rescue: -7%; EPAC1 ag: 6%; PI5P4K alpha inh: -4

How did O=C(N/N=C/c1ccoc1)c1ccccc1F do in these assays?
EPAC1 antagonist: 18%; WRN helicase inh: -13%; IL2 activator: 4.8; PLK1 PBD block: 0%; FUS yeast rescue: 2%; Abeta rescue: -20%; EPAC1 ag: 7%; PI5P4K alpha inh: -23

Results for CN(c1cccc(NC(=O)c2ccc(Cl)c(S(=O)(=O)N3CCOCC3)c2)c1)S(C)(=O)=O ?
EPAC1 antagonist: -25%; WRN helicase inh: -2%; IL2 activator: -2.3; PLK1 PBD block: -1%; Abeta rescue: -3%; EPAC1 ag: -5%; PI5P4K alpha inh: -1

Results for Cc1noc(C)c1S(=O)(=O)N(CC(=O)NCc1ccc(F)cc1)c1ccc(C(C)C)cc1 ?
EPAC1 antagonist: 1%; WRN helicase inh: 2%; IL2 activator: -3.7; PLK1 PBD block: 6%; FUS yeast rescue: 9%; Abeta rescue: -3%; EPAC1 ag: -21%; PI5P4K alpha inh: 17

What do the screens show for `O=C(CCC(=O)Nc1cc(C(F)(F)F)ccc1Cl)N/N=C\c1cc([N+](=O)[O-])ccc1O`?
EPAC1 antagonist: -14%; WRN helicase inh: -11%[57.1 µM]; IL2 activator: -0.1; PLK1 PBD block: -10%; FUS yeast rescue: 1%; Abeta rescue: -26%; EPAC1 ag: -5%; PI5P4K alpha inh: -16

Results for NC(=O)CSc1nnnn1CC(CC(=O)O)c1ccccc1 (stereo not drawn) ?
EPAC1 antagonist: -7%; WRN helicase inh: -4%; IL2 activator: -0.6; PLK1 PBD block: -21%; FUS yeast rescue: 10%; Abeta rescue: 4%; EPAC1 ag: 6%; PI5P4K alpha inh: -1

Results for CC1(c2nnc(-c3ccccc3)o2)CC(c2ccc(Cl)cc2)=NO1 (stereo not drawn) ?
EPAC1 antagonist: -11%; WRN helicase inh: 5%; IL2 activator: -0.7; PLK1 PBD block: -2%; FUS yeast rescue: 15%; Abeta rescue: -15%; EPAC1 ag: -4%; PI5P4K alpha inh: 4

Results for Cc1ccc(C(=O)Oc2cccc(-n3cnnn3)c2)cc1 ?
EPAC1 antagonist: 6%; WRN helicase inh: -6%; IL2 activator: -2.6; PLK1 PBD block: 1%; FUS yeast rescue: 15%; Abeta rescue: 25%; EPAC1 ag: -5%; PI5P4K alpha inh: 3

How did O=C(O)c1cccc(-c2nnn(Cc3ccccc3Cl)n2)c1 do in these assays?
EPAC1 antagonist: -1%; WRN helicase inh: 11%; IL2 activator: -2.9; PLK1 PBD block: 21µM*; FUS yeast rescue: 7%; Abeta rescue: 0%; EPAC1 ag: 6%; PI5P4K alpha inh: inconclusive

What do the screens show for `COc1cc(SC)ccc1C(=O)Nc1ccc2c(c1)CCN2S(C)(=O)=O`?
EPAC1 antagonist: 6%; WRN helicase inh: -9%; IL2 activator: 1.8; PLK1 PBD block: 1%; FUS yeast rescue: 4%; Abeta rescue: 1%; EPAC1 ag: 2%

What do the screens show for `COc1ccc(CCN(C)C2CCCN(S(=O)(=O)c3ccccc3)C2)cc1OC` (stereo not drawn)?
EPAC1 antagonist: -10%; WRN helicase inh: 3%; IL2 activator: -0.3; PLK1 PBD block: 5%; FUS yeast rescue: -13%; Abeta rescue: -10%; EPAC1 ag: 6%; PI5P4K alpha inh: 0

How did CCc1ccc(C2C(C#N)=C(N)N(N(C)C)C3=C2C(=O)CCC3)cc1 (stereo not drawn) do in these assays?
EPAC1 antagonist: 7%; WRN helicase inh: -7%; IL2 activator: 2.6; PLK1 PBD block: -2%; FUS yeast rescue: 23%; Abeta rescue: -9%; EPAC1 ag: 4%; PI5P4K alpha inh: -10

What do the screens show for `COc1cc(C)ccc1OCCOc1ccccc1Cl`?
EPAC1 antagonist: -13%; WRN helicase inh: -2%; IL2 activator: 0.0; PLK1 PBD block: 3%; FUS yeast rescue: -20%; Abeta rescue: 25%; EPAC1 ag: -3%; PI5P4K alpha inh: 3

Results for Cc1nn(-c2ccc(Cl)c(Cl)c2)c(C)c1C(=O)O ?
EPAC1 antagonist: 6%; WRN helicase inh: 0%; IL2 activator: 4.6; PLK1 PBD block: -5%; FUS yeast rescue: 27%; Abeta rescue: -5%; EPAC1 ag: 0%; PI5P4K alpha inh: 3

What do the screens show for `CC(O)CN(Cc1cccc(Cl)c1)CC(C)O` (stereo not drawn)?
EPAC1 antagonist: -5%; WRN helicase inh: 9%; IL2 activator: 1.9; PLK1 PBD block: -1%; FUS yeast rescue: 1%; Abeta rescue: 3%; EPAC1 ag: 3%

How did O=C(/C=C/c1ccccc1Cl)OCC(=O)c1ccc[nH]1 do in these assays?
EPAC1 antagonist: inconclusive; WRN helicase inh: -5%; IL2 activator: -0.4; PLK1 PBD block: -13%; FUS yeast rescue: -12%; Abeta rescue: 4%; EPAC1 ag: 3%; PI5P4K alpha inh: 1

How did CCOCCCn1cc(C(=O)c2cc(Br)ccc2O)cc(C#N)c1=O do in these assays?
EPAC1 antagonist: 15%; WRN helicase inh: -7%; IL2 activator: -2.4; PLK1 PBD block: -6%; FUS yeast rescue: 37%; Abeta rescue: -2%; EPAC1 ag: -1%; PI5P4K alpha inh: -6

Results for COc1cc2c(cc1OC)CC(C(=O)NCc1ccccc1)NC2 (stereo not drawn) ?
EPAC1 antagonist: 8%; WRN helicase inh: 9%; IL2 activator: 0.4; PLK1 PBD block: 1%; FUS yeast rescue: 1%; Abeta rescue: 0%; EPAC1 ag: 11%; PI5P4K alpha inh: -2

How did CC1CCN(C(=O)CSc2nnc(-c3ccncc3)n2C)CC1 do in these assays?
EPAC1 antagonist: 10%; WRN helicase inh: -1%; IL2 activator: 2.4; PLK1 PBD block: -23%; FUS yeast rescue: -3%; Abeta rescue: -6%; EPAC1 ag: -1%; PI5P4K alpha inh: 1

Results for COc1ccc2c(c1)c1nc3ccccc3nc1n2CCCN1C(=O)c2ccccc2C1=O ?
EPAC1 antagonist: 8%; WRN helicase inh: -10%; IL2 activator: 0.7; PLK1 PBD block: -15%; Abeta rescue: -4%; EPAC1 ag: -33%[inhibitor]; PI5P4K alpha inh: 8

What do the screens show for `Cn1c(CNC(=O)CNC(=O)c2ccc(C(C)(C)C)cc2)cc(=O)n(C)c1=O`?
EPAC1 antagonist: 17%; WRN helicase inh: 0%; IL2 activator: -1.1; PLK1 PBD block: -6%; FUS yeast rescue: 21%; Abeta rescue: 7%; EPAC1 ag: 2%; PI5P4K alpha inh: 9

How did CCOc1ccc(C(=O)CCC(=O)N(CC)CC(=O)NCc2cccs2)cc1 do in these assays?
EPAC1 antagonist: -7%; WRN helicase inh: 1%; IL2 activator: 0.0; PLK1 PBD block: -7%; FUS yeast rescue: 20%; Abeta rescue: -11%; EPAC1 ag: 8%; PI5P4K alpha inh: 4

What do the screens show for `c1ccc(Sc2ncccn2)nc1`?
EPAC1 antagonist: -8%; WRN helicase inh: 3%; IL2 activator: 0.3; PLK1 PBD block: 27µM*; FUS yeast rescue: -5%; Abeta rescue: 12%; EPAC1 ag: 8%; PI5P4K alpha inh: -3

Reprinted at random: 2 entries already listed
What do the screens show for `c1ccc(Sc2ncccn2)nc1`?
EPAC1 antagonist: -8%; WRN helicase inh: 3%; IL2 activator: 0.3; PLK1 PBD block: 27µM*; FUS yeast rescue: -5%; Abeta rescue: 12%; EPAC1 ag: 8%; PI5P4K alpha inh: -3

How did CCOCCCn1cc(C(=O)c2cc(Br)ccc2O)cc(C#N)c1=O do in these assays?
EPAC1 antagonist: 15%; WRN helicase inh: -7%; IL2 activator: -2.4; PLK1 PBD block: -6%; FUS yeast rescue: 37%; Abeta rescue: -2%; EPAC1 ag: -1%; PI5P4K alpha inh: -6

Assay outcomes (PubChem BioAssay)
